Source: PubChem
Thrombin inh = human alpha-thrombin inhibitors, primary screen, counter-screen for coagulation protease inhibitor project, biochemical, 1536-well, fluorogenic AMC substrate | Boc-VPR-AMC fluorogenic substrate cleavage | inhibition, % at 5 µM | 220,000 compounds, 0.26% hits;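 active = inhibition at or above 40%; inactive = inhibition below 40%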;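 also: 0% = enzyme with no compound and 100% = wells without enzyme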
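System – human alpha-thrombin · Medium – pH 7.5 Tris (50 mM) with NaCl 150 mM, Tween 20 0.05% · Compound – single-point dosing at 5 µM, 0.2% DMSO · Incubation – enzyme reaction carried out at room temperature · Technique – fluorescence of released AMC, ex 355 nm, em 460 nm · Read-out basis – % inhibition of thrombin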
EBV gp42 inh = Epstein-Barr virus gp42 inhibitors, primary screen, biochemical, uHTS, fluorescence polarization | Glycoprotein 42 (Epstein-Barr virus (strain AG876)), Q1HVG2 | Fluorescence polarization binding assay, mP read-out | inhibition, % (tested at 21.74 µM) | 220,000 compounds, 0.42% hits | AID 1085, 2008; in the data active = inhibition above about 50%
Target sequence (Q1HVG2 whole entry, looked up): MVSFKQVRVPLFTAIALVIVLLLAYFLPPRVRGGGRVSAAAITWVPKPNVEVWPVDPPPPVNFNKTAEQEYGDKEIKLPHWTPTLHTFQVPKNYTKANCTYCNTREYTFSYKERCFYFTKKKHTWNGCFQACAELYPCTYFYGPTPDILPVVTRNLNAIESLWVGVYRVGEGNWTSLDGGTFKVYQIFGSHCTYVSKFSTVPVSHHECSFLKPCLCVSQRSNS
PPC-1+TRAIL kill = compounds killing PPC-1 cancer cells with TRAIL present, primary screen, TRAIL potentiator project, ATPLite luminescence, uHTS; PPC-1 cells + TRAIL, ATPLite viability luminescence; cell killing (% activity), % at 4 µM; 220,000 compounds, 0.41% hits; AID 1443, 2008;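 active = cell killing above 50% in the first pass at 4 µM, then a duplicate retest at 5 µM averaging 50% or more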;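 also: plate controls were cells with TRAIL plus DMSO for no effect and medium-only wells lacking cells for full effect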
TRPML3 ag = human TRPML3 channel agonists, primary screen, cell-based, HEK293 TRPML3-YFP, Fluo-8 calcium fluorescence, 3 µM; 100% = the carbachol control signal; activation, % at 3 µM; 220,000 compounds, 0.29% hits;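 active = activation above its plate's cutoff, the mean activation of the plate's test wells plus 3 SD, cut at about 12% in these data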;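 also: 0% = DMSO only wells and 100% = carbachol wells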
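Test system: HEK293 cells stably carrying human TRPML3-YFP; Doses: single dose, 3 µM final nominal compound, 0.3% DMSO final; Schedule: dye loading 1 h 37 °C then 30 min ambient, 125 s read; Technique: Fluo-8 calcium fluorescence; Benchmarks: high control carbachol 87 µM, low control DMSO.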
m-calpain inh = inhibitors of pig calpain II, primary screen, biochemical, fluorogenic peptide substrate, 1536-well; purified calpain II, 30 min; inhibition, % at 16 µM; 220,000 compounds, 0.37% hits; AID 1236, 2008;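 active = inhibition above about 50%, limit read from the data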
Cl transport mod = KCC2 cotransporter modulators, thallium flux, primary screen, cell-based, HEK293 KCC2, FluoZin-2 fluorescence, MLSMR; Solute carrier family 12 member 5 (Homo sapiens), Q9H2X9; KCC2 cells, thallium flux FluoZin-2 fluorescence; B-score of Tl+ flux slope (higher = more flux/activation; lower = inhibition) at 10 µM; 190,000 compounds, 2.2% hits;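 active = thallium flux slope and its plate-corrected score both differing from the plate sample mean at a set confidence after two filtering rounds, in either direction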;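 also: slope of fluorescence scaled to starting intensity during 10 to 20 s after thallium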
TbHK1 inh = Trypanosoma brucei hexokinase 1 inhibitors, primary screen, biochemical, G6PDH-coupled NADH absorbance, MLSCN library. hexokinase 1 [Trypanosoma brucei]. recombinant TbHK1, G6PDH-coupled NADH A340. inhibition, % at 10 µM. 220,000 compounds, 0.11% hits;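 active = inhibition of 50% or more in the single-dose primary screen; inactive = inhibition below 50%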
Furin inhibitor = human furin inhibitors, primary screen, biochemical, fluorescence intensity; purified furin, fluorogenic substrate cleavage; inhibition, % at 30 µM; 220,000 compounds, 0.061% hits; AID 463115, 2010; in the data active = inhibition above about 25%; also: inactives centre near -15
Target sequence (P09958 108-714 limits assumed): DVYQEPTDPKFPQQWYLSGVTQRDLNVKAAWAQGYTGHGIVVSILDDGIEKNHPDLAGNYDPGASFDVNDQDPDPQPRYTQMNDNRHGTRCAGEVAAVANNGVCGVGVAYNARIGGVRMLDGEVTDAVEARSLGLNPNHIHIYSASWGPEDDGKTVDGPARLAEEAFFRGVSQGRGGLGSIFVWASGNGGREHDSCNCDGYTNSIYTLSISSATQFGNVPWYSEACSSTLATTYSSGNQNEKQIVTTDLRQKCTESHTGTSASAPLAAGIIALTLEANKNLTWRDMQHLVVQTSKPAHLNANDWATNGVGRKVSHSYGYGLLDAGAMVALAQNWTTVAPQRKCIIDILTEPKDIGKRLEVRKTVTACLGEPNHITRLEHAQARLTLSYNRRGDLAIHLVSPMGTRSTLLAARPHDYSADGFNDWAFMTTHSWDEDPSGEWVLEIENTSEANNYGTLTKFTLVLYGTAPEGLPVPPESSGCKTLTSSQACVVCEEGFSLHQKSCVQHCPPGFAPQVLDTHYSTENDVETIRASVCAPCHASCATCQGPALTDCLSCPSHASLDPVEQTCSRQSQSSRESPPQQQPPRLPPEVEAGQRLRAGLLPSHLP
zfTRPN1 agonist = zebrafish TRPN1 channel agonists, primary screen, cell-based, HEK293, calcium fluorescence; HEK293 zebrafish TRPN1-YFP, Fluo-8 calcium fluorescence; 100% = response to 87 µM carbachol; activation, % at 3 µM; 220,000 compounds, 0.18% hits;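 active = activation above its plate's cutoff, the mean activation of test wells on that plate plus 3 SD, cut at about 19% in these data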;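 also: 0% = DMSO alone and 100% = 87 µM carbachol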
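Material – zebrafish TRPN1-YFP in HEK293 cells · Doses – 3 µM single point · Schedule – dye 1 h 37 °C plus 30 min RT · Signal – Fluo-8 calcium fluorescence, excitation 470-495 nm, emission 515-575 nm · Read-out – % activation versus carbachol response · Control set – carbachol high, DMSO low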
* marks the source's active call; other numbers are inactive results; i = inactive; . = no result given; [ ] = remark or other dose.

Every second line gives: Thrombin inh | EBV gp42 inh | PPC-1+TRAIL kill | TRPML3 ag | m-calpain inh | Cl transport mod | TbHK1 inh | Furin inhibitor | zfTRPN1 agonist
> N#Cc1c(NC(=O)COC(=O)c2ccc(S(=O)(=O)N3CCCC3)cc2)sc2c1CCCCC2
    -20 | -2 | -4 | 1.0 | -99 | 0.18 | -4 | -14 | -0.4
> CCc1nc2ccc(C(=O)NCc3ccco3)cc2nc1CC
    -3 | 3 | 5 | 0.5 | -11 | 0.016 | -4 | -22 | 1.2
> COc1ccc(Cn2cc(F)c(=O)n(CCC(C)C)c2=O)cc1[N+](=O)[O-]
    -12 | -15 | 23 | 0.0 | -3 | . | -2 | -12[20 µM] | 2.0
> COc1ccc(NC(=O)CN(c2ccccc2)S(=O)(=O)N(C)C)cc1OC
    0 | -6 | 23 | 0.8 | -86 | 1.2 | 4 | -5[20 µM] | 1.4
> CSC(=NC1CCCCC1)NS(=O)(=O)c1ccccc1
    -2 | -18 | 7 | 0.0 | -8 | -0.8 | 0 | -12 | -1.5
> O=C(NC(=S)Nc1ccc(S(=O)(=O)N2CCCCC2)cc1)c1ccc(Cl)cc1
    -4 | 5 | 26 | 0.9 | 18 | 0.88 | -11 | -16[20 µM] | 0.2
> CCc1ccc(C(=O)CN2CCSC2=N)cc1
    -1 | -7 | 39 | 1.1 | 6 | 0.52 | 2 | -28 | 2.0
> Cc1ccc(NC2=NC(C(=O)Nc3ccc(C)c(C)c3)CC(=O)N2)cc1 (stereo not drawn)
    -5 | 2 | -14 | 0.6 | 2 | 0.23 | 1 | -5[20 µM] | 2.0
> CC1CCCC(C)N1C(=O)Cn1c(SCC(=O)Nc2ccc3c(c2)OCO3)nc2ccccc21 (stereo not drawn)
    -1 | -12 | 10 | 0.1 | -2 | 0.82 | 1 | -21 | 0.6
> Cc1nnc(SCC2=C(C(=O)O)N3C(=O)C(NC(=O)C(C)n4nc(C(F)(F)F)cc4C)C3SC2)s1 (stereo not drawn)
    -6 | -9 | 20 | -0.1 | -130 | 0.18 | 6 | -22 | -0.4
> Fc1ccc(-n2c(-c3ccco3)nc3nc4ccccc4nc32)cc1
    4 | 1 | 11 | 0.2 | i | -0.14 | -4 | -26 | 0.9
> CSCCC(NS(=O)(=O)c1ccc2c(c1)c(=O)n(C)c(=O)n2C)C(=O)NC1CCN(Cc2ccccc2)CC1 (stereo not drawn)
    1 | 4 | 9 | -0.2 | 5 | 0.22 | -7 | -30 | -1.5
> CC1=CC(C)(C)N(S(=O)(=O)c2ccc(C)cc2)c2cc(C)ccc21
    -4 | -14 | 9 | 0.8 | 1 | 0.31 | 5 | 2[20 µM] | -1.5
> COc1cccc(OC)c1C(=O)Nc1cc(Cl)ccc1N1CCOCC1
    -6 | -14 | -7 | -0.3 | -2 | -0.78 | 4 | -17[20 µM] | -0.2
> Cn1cnc([N+](=O)[O-])c1SCC(O)CN1CCCCC1 (stereo not drawn)
    -5 | -9 | 16 | -0.2 | 10 | 0.06 | -9 | -18 | 0.3
> O=C(CSc1nc2c([nH]c3ccccc32)c(=O)n1-c1ccccc1)N1CCOCC1
    -4 | -8 | 18 | 0.4 | -13 | -0.13 | 10 | -22 | 0.4
> CCOCCCNc1nc2c(c(=O)n(C)c(=O)n2C)n1CCCc1ccccc1
    -6 | -10 | 16 | -0.7 | -73 | -0.17 | -2 | -12 | -0.9
> O=C(CN1C(=O)c2ccccc2C1=O)Nc1nc(-c2cccc([N+](=O)[O-])c2)cs1
    4 | -28 | 18 | -0.1 | 12 | 0.037 | -16 | -15[20 µM] | -0.6
> CC(=C1C(=O)c2ccccc2C1=O)N1CCN(C/C=C/c2ccccc2)CC1
    -5 | 0 | 3 | 0.2 | -3 | 1.3 | -14 | -19[20 µM] | 1.2
> Cc1ccc(CNC(=O)CCC2CCCN(Cc3cccc4c3OCO4)C2)o1 (stereo not drawn)
    2 | -5 | 6 | 0.1 | -6 | -0.41 | -11 | -16 | -0.8

The results go on.
Every second line gives: Thrombin inh | EBV gp42 inh | PPC-1+TRAIL kill | TRPML3 ag | m-calpain inh | Cl transport mod | TbHK1 inh | Furin inhibitor | zfTRPN1 agonist
> COc1cccc(/C=C/C(=O)OCC(=O)NCC2CCCO2)c1 (stereo not drawn)
    0 | -1 | 11 | 0.9 | -26 | 0.22 | 4 | -24 | 0.8
> O=C(O)/C=C(\Oc1ccccc1)C1(O)CCCCC1
    0 | -12 | 21 | 0.7 | 0 | 0.47 | 35 | -30 | -0.7
> O=C(COc1ccc(-n2cnnn2)cc1)NCCc1ccc(F)cc1
    1 | -13 | -4 | -0.2 | 24 | -1.2 | -2 | -15 | 0.8
> Cc1nnsc1C(=O)Nc1ccccc1Cl
    2 | -27 | -5 | -0.7 | -2 | -0.72 | -1 | -8 | -1.2
> CN(C)c1ccc(S(=O)(=O)N2CCCCC2)cc1NC(=O)COc1ccccc1F
    0 | -17 | -11 | 1.2 | 7 | 0.15 | 9 | -15 | 1.2
> CC(C)(C)c1ccc(C(CC(=O)O)NC(=O)c2ccccc2F)cc1 (stereo not drawn)
    2 | -11 | 8 | 0.7 | 19 | 0.23 | -3 | -19 | 0.7
> CCOC(=O)NC(NCc1ccccc1)(C(F)(F)F)C(F)(F)F
    -7 | -8 | 4 | 0.7 | 0 | -0.37 | -1 | -25 | -0.2
> CC(C)(C)c1cc2cccnc2n1Cc1ccccc1
    1 | -5 | 21 | 0.8 | -60 | 0.74 | -3 | -15[20 µM] | 1.3
> Cc1ccc(C2=NNC(=O)C(c3c[nH]c4ccccc34)C2)cc1 (stereo not drawn)
    9 | -4 | 18 | 0.6 | 48 | -1 | 8 | -16 | 0.8
> O=C(O)c1ccccc1CSc1ccccn1
    -26 | -1 | 0 | 0.7 | -13 | 1.1 | 5 | -18 | 1.5
> CC1=C(C)CC2C(=O)N(Cc3ccccc3)C(=O)C2C1 (stereo not drawn)
    7 | -25 | 8 | 0.8 | -14 | -0.032 | 8 | 10[20 µM] | 0.0
> CCOc1cccc(NC(=O)C2CC(=O)N(C)C2)c1 (stereo not drawn)
    -8 | -14 | -3 | 0.3 | -3 | 0.53 | -3 | -15[20 µM] | -0.6
> CC1C2Cn3c(nc4ccccc43)C1N(C(C)C)O2 (stereo not drawn)
    3 | -8 | 3 | . | -15 | -0.59 | -13 | -25 | .
> COc1ccc(-c2cc(=O)c3c(O)c(OC)c(O)cc3o2)cc1
    5 | -8 | 64*[5 µM] | -0.5 | 25 | -1.5 | -16 | -25 | 0.5
> CCNc1nc(Cl)nc(-c2cn(-c3ccccc3)c3ccccc23)n1
    0 | 0 | 10 | -0.3 | -33 | 0.88 | -35 | -16 | 2.3
> CCOC(=O)c1[nH]c2ccc(C)cc2c1N=CN(CC)CC
    5 | -12 | 2 | 0.4 | -22 | 0.33 | -10 | -14 | 0.8
> Cc1[nH]c2ccccc2c1SCc1n[nH]c(=S)n1C
    -5 | -8 | 19 | 0.3 | -5 | -0.87 | -11 | -21 | 1.5
> N#Cc1ccc(CSc2nnc(-c3c[nH]c4ccccc34)n2-c2ccccc2)cc1
    -5 | 11 | 7 | 0.0 | 9 | -1 | 15 | -7 | 0.2
> CCC(=NCCc1c(C)[nH]c2ccc(C)cc12)C1=C(O)CC(c2ccccc2)CC1=O (stereo not drawn)
    3 | -7 | 4 | 0.5 | -19 | -1.5 | -10 | -11 | -1.4
> CS(=O)(=O)N1CCN(c2ccc(NC(=S)NC(=O)c3cccs3)cc2)CC1
    -5 | -5 | 0 | 0.8 | -20 | . | -5 | -22 | 0.7

3 compounds from above, arranged by the number in TRPML3 ag, ascending:
| structure | EBV gp42 inh | TRPML3 ag | m-calpain inh | Cl transport mod | TbHK1 inh | Furin inhibitor |
| --- | --- | --- | --- | --- | --- | --- |
| N#Cc1ccc(CSc2nnc(-c3c[nH]c4ccccc34)n2-c2ccccc2)cc1 | 11 | 0.0 | 9 | -1 | 15 | -7 |
| CCOC(=O)c1[nH]c2ccc(C)cc2c1N=CN(CC)CC | -12 | 0.4 | -22 | 0.33 | -10 | -14 |
| CC(C)(C)c1ccc(C(CC(=O)O)NC(=O)c2ccccc2F)cc1 (stereo not drawn) | -11 | 0.7 | 19 | 0.23 | -3 | -19 |

Remaining list, next part
Every second line gives: Thrombin inh | EBV gp42 inh | PPC-1+TRAIL kill | TRPML3 ag | m-calpain inh | Cl transport mod | TbHK1 inh | Furin inhibitor | zfTRPN1 agonist
> O=C(NCC(=O)N(CC1CCCO1)C(C(=O)NC1CCCCC1)c1ccc(F)cc1)c1ccco1 (stereo not drawn)
    6 | -12 | 12 | -0.2 | 0 | . | 8 | -22 | 0.2
> COCCn1nnnc1CN1CCN2CCCC2C1 (stereo not drawn)
    1 | -20 | 3 | 0.1 | -4 | . | 4 | -22 | -0.9
> O=C(c1ccc(S(=O)(=O)N2CCOCC2)cc1)N1CCN(c2ccccn2)CC1
    0 | 6 | -3 | 0.0 | 13 | 0.79 | -1 | -5 | 2.1
> C=CCN(c1ccc(C(=O)Nc2cccc(C)c2)cc1)S(C)(=O)=O
    5 | -9 | 15 | 3.0 | -12 | 0.6 | 2 | -16 | 4.9
> COc1ccc(/C=C/C(=O)NCCc2ccc(OC)c(OC)c2)cc1
    -2 | 11 | -16 | 0.2 | 11 | -0.093 | 32 | 1 | 0.9
> C=CCn1c(SCc2c(C)noc2C)nc2sc3c(c2c1=O)CCCCC3
    -2 | -2 | 8 | 0.1 | 19 | 0.21 | -8 | -24[20 µM] | -1.1

A few values from the entries so far.
CC1C2Cn3c(nc4ccccc43)C1N(C(C)C)O2 (stereo not drawn) | PPC-1+TRAIL kill: 3
CSCCC(NS(=O)(=O)c1ccc2c(c1)c(=O)n(C)c(=O)n2C)C(=O)NC1CCN(Cc2ccccc2)CC1 (stereo not drawn) | Furin inhibitor: -30
CCc1nc2ccc(C(=O)NCc3ccco3)cc2nc1CC | TbHK1 inh: -4
N#Cc1ccc(CSc2nnc(-c3c[nH]c4ccccc34)n2-c2ccccc2)cc1 | Furin inhibitor: -7
CCOC(=O)c1[nH]c2ccc(C)cc2c1N=CN(CC)CC | TbHK1 inh: -10
CC(=C1C(=O)c2ccccc2C1=O)N1CCN(C/C=C/c2ccccc2)CC1 | TbHK1 inh: -14

Record cards, as listed above. Order of screens: Thrombin inh | EBV gp42 inh | PPC-1+TRAIL kill | TRPML3 ag | m-calpain inh | Cl transport mod | TbHK1 inh | Furin inhibitor | zfTRPN1 agonist
Shown for O=C(c1ccc(S(=O)(=O)N2CCOCC2)cc1)N1CCN(c2ccccn2)CC1 : 0 | 6 | -3 | 0.0 | 13 | 0.79 | -1 | -5 | 2.1
Shown for COc1ccc(/C=C/C(=O)NCCc2ccc(OC)c(OC)c2)cc1 : -2 | 11 | -16 | 0.2 | 11 | -0.093 | 32 | 1 | 0.9
